# Source: PubChem BioAssay
# Pf growth 96h – inhibits malaria parasite growth, 96 h. P. falciparum luciferase reporter growth, 96 h. Potency, µM (series often up to 28.7 µM), inactives show top-dose activity change, negative = inhibition, most hits filed as inhibitors. 320,000 compounds, 6.9% hits
#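 Two-generation exposure (96 h) targets delayed-death phenotype. Reporter parasites carrying integrated firefly luciferase, in red cells at 2% hematocrit and 0.05% parasitemia final, kept at 37 C, 5% CO2; luminescence loss indicates inhibition.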
# Tb PYK inh – inhibitors of Trypanosoma brucei pyruvate kinase | Potency, µM (titrated, usually from 76.8 µM), for the others: at the top dose activity, negative = inhibition, usual class: inhibitors | Q57TT1 | TbPYK enzyme, Kinase-Glo Plus ATP luminescence, 45 min | 410,000 compounds, 0.12% hits; note: nearly all actives have a fitted effect of over 50% in size
#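 Assay buffer: 50 mM TEA pH 7.2, 100 mM KCl, 10 mM MgCl2, 0.05% BSA, 0.01% Tween-20. Pyruvate kinase from T. brucei plus substrate met compound, then ADP (130 uM final). Luminescence was read post 45 min RT.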
# Pf growth 48h – P. falciparum growth inhibition at 48 hours (one generation). P. falciparum luciferase growth in erythrocytes, 48 h. Potency, µM (titrated, usually from 28.7 µM), inactives show at the top dose activity change, negative = inhibition, actives largely listed as inhibitors. 310,000 compounds, 5.9% hits. AID 504832
#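 A one-generation exposure of luciferase-tagged malaria parasites in RPMI 1640/Albumax erythrocyte culture, 37 C and 5% CO2. Inhibition is inferred from decreased luminescence after adding detection reagent.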
# Sm TGR inh – inhibitors of Schistosoma mansoni thioredoxin glutathione reductase. 360,000 compounds, 3% hits. purified TGR, DTNB reduction, TNB absorbance 405 nm. Q962Y6. Potency, µM (series often up to 114 µM), without a hit: at the highest dose activity change, negative = inhibition, hits mostly inhibitors; note: nearly all actives have a fitted effect of over 60% in size
#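 TGR 20 nM + NADPH 100 uM (dispensed conc.), cpd preinc 15 min RT; start with NADPH (500 uM addition) then DTNB (15 mM addition). Kinetic TNB absorbance, 405 nm filter. Four-parameter Hill fit across titration.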
# LmPK inh – inhibitors of Leishmania mexicana pyruvate kinase; AID 1721; Q27686; purified LmPK, Kinase-Glo ATP luminescence, 1 h; Potency, µM (doses to about 57.5 µM), inactives show at the highest dose activity change, negative = inhibition, usual class: inhibitors; 290,000 compounds, 0.37% hits
# Target sequence (Q27686 whole entry, looked up): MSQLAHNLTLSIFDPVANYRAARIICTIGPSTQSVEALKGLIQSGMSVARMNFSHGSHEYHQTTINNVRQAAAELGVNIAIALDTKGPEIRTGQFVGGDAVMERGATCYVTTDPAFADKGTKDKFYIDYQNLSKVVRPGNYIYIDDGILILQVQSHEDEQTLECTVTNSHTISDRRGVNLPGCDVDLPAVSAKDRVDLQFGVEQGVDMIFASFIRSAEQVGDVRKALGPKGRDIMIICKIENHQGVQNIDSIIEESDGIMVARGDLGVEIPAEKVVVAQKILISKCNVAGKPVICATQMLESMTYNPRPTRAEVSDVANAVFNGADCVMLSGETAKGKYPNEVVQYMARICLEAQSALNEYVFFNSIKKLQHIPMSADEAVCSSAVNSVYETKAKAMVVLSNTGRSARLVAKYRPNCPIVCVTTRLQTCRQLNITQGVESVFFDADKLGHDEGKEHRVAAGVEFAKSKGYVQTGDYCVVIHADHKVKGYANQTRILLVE
#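 Kinase-Glo luminescence read after 1 h RT reaction of 0.1 nM LmPK with 0.5 mM PEP and 0.1 mM ADP. Activity scaled between uninhibited and enzyme-free controls.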
# HCV inh – inhibitors of hepatitis C virus infection; Huh7.5.1 HCVcc-Cre infection, luciferase reporter, 44 h; Potency, µM (series often up to 41.8 µM), without a hit: at the highest dose activity change, negative = inhibition, most hits filed as inhibitors; 340,000 compounds, 3.4% hits; AID 651820
#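 Compounds are dispensed onto cells plated 4 h earlier at 1,000 per well, with HCVcc-Cre virus (about 0.5 moi) added next. Following 44 h of culture, luminescent signal is measured for 15 sec after 15 min with substrate at room temperature.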
# The depositor's hits bear a star; u = inconclusive; x = no result given; & = joins results of further samples; [ ] = remark or other dose. Calls come from the whole dose curve; as a rule, active = well fitted curve in the direction sought with a large enough effect; inconclusive = small, poorly fitted or top-dose-only effect, or another doubt; inactive = no such curve, though single readings can be large; an effect the other way counts as inactive or inconclusive. % is set by controls: 0 for no effect and ±100 for the full control effect; potency is the fitted concentration of half-maximal effect. Compounds as they come. About 16% of those tested had a hit in this group.
(1) N/C(=N\N=C\c1ccco1)SC1CC(=O)N(c2ccc(C(=O)O)cc2)C1=O (stereo unspecified)
(2) O=C(NC1CCCC1)c1ccc2c(c1)N(Cc1ccccc1)CCS2
(3) CCOC(=O)N1CCN(C(=O)CSc2nnc(-c3c[nH]c4ccccc34)n2CCOC)CC1
(4) Cn1c(-c2cccc(OCc3ccccc3)c2)nc2c1c(=O)[nH]c(=O)n2Cc1ccccc1
(5) COCCN(C(=O)c1ccc(N2CCCC2=O)cc1)c1c(N)n(CC(C)C)c(=O)[nH]c1=O
(6) O=C(CSc1nnnn1C1CCCC1)N1CCCCC1
compound no.	1	2	3	4	5	6
Pf growth 96h	14.9%	10.4µM*	0.2%	x	u	0.586µM*
Tb PYK inh	-1.5%	-4.0%	2.0%	-0.1%	2.0%	2.9%
Pf growth 48h	10.6%	u	-2.4%	17.9%	u	98.1%[activator]
Sm TGR inh	6.5%	1.9%	68.6%[activator]	-12.3%	0.4%	-2.1%
LmPK inh	0.2%	-0.5%	6.2%	1.4%	x	5.2%
HCV inh	11.8%	u	-4.9%	2.9%	3.6%	12.0%

(7) Clc1ccc(-c2nnc(-c3ccc(Br)o3)o2)c(Cl)c1
(8) CCC(C)(C)NC(=O)C(c1ccccc1F)N(Cc1ccco1)C(=O)Cn1nnc2ccccc21 (stereo unspecified)
(9) CN1CCN(C(=O)c2ccccc2-c2nc(-c3ccccc3)no2)CC1
(10) Cc1ccc(C(C2=C(O)CC(C)(C)CC2=O)C2C(=O)CC(C)(C)CC2=O)o1 (stereo unspecified)
(11) O=C1NCCCC1C(=O)N/N=C/c1ccc(Cl)cc1 (stereo unspecified)
(12) COc1ccc(NS(=O)(=O)c2ccc(OC)c(NC(=O)CCC3CCCCC3)c2)cc1
compound no.	7	8	9	10	11	12
Pf growth 96h	40.2%[activator]	u	-8.8%	30.8%[activator]	39.3%[activator]	-10.5%
Tb PYK inh	4.9%	-1.4%	-5.3%	u	-3.5%	-0.2%
Pf growth 48h	x	u	21.5%	-0.7%	25.1%	-25.0%
Sm TGR inh	10.7%[11.4 µM]	u	-7.9%	-26.5%	-5.1%	-3.9%
LmPK inh	-1.8%	2.3%	-2.3%	-0.7%	-0.4%	1.9%
HCV inh	-14.9%	-17.6%	7.5%	9.2%	-2.1%	5.2%

# A different layout for some results above:
# Values in the order: Pf growth 96h | Tb PYK inh | Pf growth 48h | Sm TGR inh | LmPK inh | HCV inh
9) CN1CCN(C(=O)c2ccccc2-c2nc(-c3ccccc3)no2)CC1
  -8.8% | -5.3% | 21.5% | -7.9% | -2.3% | 7.5%
8) CCC(C)(C)NC(=O)C(c1ccccc1F)N(Cc1ccco1)C(=O)Cn1nnc2ccccc21 (stereo unspecified)
  u | -1.4% | u | u | 2.3% | -17.6%

# (continued)
(13) Cc1ccccc1OCC(=O)N1N=C(c2cccnc2)CC1(O)C(F)(F)F (stereo unspecified)
(14) COC(=O)c1ccc(NC(=S)NCCCN2CCCC2=O)cc1
(15) CCOC(=O)c1ccc(NC(=O)CSc2nc(C)nc3c2c(=O)n(C)c(=O)n3C)cc1
(16) CC(=O)c1cccc(OCc2cc(C(=O)N(C)CCc3cnn(C)c3)no2)c1
(17) CCc1ccc(C(=O)C(C)OC(=O)CNS(=O)(=O)c2ccc(C)cc2)cc1 (stereo unspecified)
(18) COc1ccc(S(=O)(=O)N2CCN(Cc3ccc(OC)c(OC)c3)CC2)cc1
compound no.	13	14	15	16	17	18
Pf growth 96h	10.7%	-11.9%	-21.3%	u	37.8%[activator]	56.4%[activator]
Tb PYK inh	-6.9%	1.6%	2.9%	2.7%	-10.6%	-0.4%
Pf growth 48h	u	-22.3%[5.75 µM]	x	4.3%	37.2%[activator]	0.0%
Sm TGR inh	-35.8%	-33.6%	-1.6%	-12.8%	1.4%	0.0%
LmPK inh	3.9%	-4.5%	4.0%	-4.7%	x	7.4%
HCV inh	3.8%	-18.0%	15.3%	10.4%	15.5%	-7.0%

(19) COc1ccc(C(C)(C)C)cc1NC(=O)CCCN1C(=O)CN(C)C1=O
(20) O=C1c2ccccc2S(=O)(=O)N1Cc1ccccc1[N+](=O)[O-]
(21) Cc1ccc(-n2c(SCC(=O)NCc3ccco3)nc3c(sc4ccccc43)c2=O)cc1
(22) O=C(OCC#CCSc1nnc(-c2cccc3ccccc23)s1)c1cccs1
(23) O=[N+]([O-])c1ccc(N2CCN(c3ccccc3F)CC2)nc1
(24) CN1CCN(CCCNC(=O)Cn2ncc3c4ccccc4n(C)c3c2=O)CC1
compound no.	19	20	21	22	23	24
Pf growth 96h	3.2%	-1.4%	-28.2%	7.8%	81.8%[activator]	u
Tb PYK inh	1.9%	3.7%	-0.7%	x	0.9%	-2.5%
Pf growth 48h	-2.0%	21.8%	u	-11.9%	-11.2%	-1.6%
Sm TGR inh	-3.2%	-23.5%	-33.1%	1.0%	1.2%	0.2%
LmPK inh	x	-5.1%	3.0%	x	2.5%	2.2%
HCV inh	u	7.9%	u	x	-4.7%	-17.3%

(25) COc1ccc(CCC(=O)Nc2nc3c(s2)CN(C)CC3)cc1OC
(26) Cc1ncn(-c2ccc(C(=O)Oc3ccccc3)cn2)n1
(27) Cc1ccc(-n2c(O)c(C=NCCCn3ccnc3)c(=O)[nH]c2=O)cc1
(28) CCc1ccccc1Nc1nc(N)nc(COC(=O)CCNS(=O)(=O)c2ccccc2)n1
(29) O=C(Nc1ccc(F)c(F)c1)c1ccccc1-c1ccccc1
(30) COc1cc2c(cc1OC)CN(C(=O)c1cc(S(=O)(=O)N3CCOCC3)ccc1C)CC2
compound no.	25	26	27	28	29	30
Pf growth 96h	0.0%	u	62.0%[activator]	u	7.8%	-1.2%
Tb PYK inh	4.3%	3.2%	-0.4%	-1.3%	1.6%	-3.8%
Pf growth 48h	u	63.0%[activator]	1.3%	11.7µM*	4.0%	u
Sm TGR inh	-22.3%	-1.8%	6.5%	-8.4%	-11.2%	-1.1%
LmPK inh	0.8%	-4.2%	4.9%	x	5.1%	x
HCV inh	-16.0%	u	8.2%	3.1%	-2.0%	7.7%

(31) O=C(O)CCc1ccc(-c2cccs2)n1NC(=O)c1cccs1
(32) CC(=O)Nc1ccc2nc(-c3cccnc3)[nH]c2c1
(33) O=C(c1ccc2c(c1)OCO2)N1CCOCC1
(34) COc1ccc(/C=C2\CC/C(=C\c3ccc(OC)cc3OC)C2=O)c(OC)c1
(35) CC(C)(C)OC(=O)N1CCN(c2ccc(CNC(=O)c3ccc(Cl)cc3)cc2)CC1
(36) CCc1ccccc1NCC(=O)Nc1ccccc1C(=O)OC
compound no.	31	32	33	34	35	36
Pf growth 96h	5.1%	31.7%[activator]	-7.4%	u	34.3%[activator]	u
Tb PYK inh	-1.1%	-0.5%	-5.2%	-7.1%	x	-8.6%
Pf growth 48h	11.8%	80.2%[activator]	u	u	u	0.3%
Sm TGR inh	u	0.1%	-6.7%	3.2%	-26.7%	-22.5%
LmPK inh	-0.3%	-2.9%	6.1%	1.1%	0.8%	7.3%
HCV inh	19.8%	0.4%	1.8%	-17.3%	u	-6.2%

# Single entries from above.
# compound 35 in LmPK inh: 0.8%
# compound 36 in Sm TGR inh: -22.5%
# compound 32 in LmPK inh: -2.9%
# compound 33 in Pf growth 96h: -7.4%
# compound 31 in LmPK inh: -0.3%
# compound 34 in HCV inh: -17.3%

# Carrying on:
(37) Cc1nc(/N=C(\N)NC(=O)N2c3ccccc3Sc3ccccc32)nc2ccccc12
(38) CC(=O)c1ccc(NC(=O)CC2Nc3cccc4cccc(c34)NC2=O)cc1 (stereo unspecified)
(39) CSc1nsc(SCC(=O)Nc2nc3ccc(C)cc3s2)n1
(40) CCn1cc(C(=O)O)c(=O)c2cc(F)c(N3CCN(C(=S)NC(=O)c4ccccc4F)CC3)cc21
(41) O=C(NCc1ccccc1Cl)c1ccc(S(=O)(=O)N2CCCC2)cc1
(42) Cc1cc(C(=O)CN2C(=O)NC3(CCCCC3C)C2=O)c(C)n1Cc1cccs1 (stereo unspecified)
compound no.	37	38	39	40	41	42
Pf growth 96h	u	u	92.0%	6.57µM*	u	-27.6%
Tb PYK inh	2.1%	-5.1%&1.3%	-3.2%	-27.9%	3.1%	-8.8%
Pf growth 48h	u	u	34.4%[activator]	4.15µM*	u	18.2%
Sm TGR inh	-1.0%	17.8µM*	0.0%	-7.7%	-2.8%	-10.7%
LmPK inh	-1.1%	2.8%	0.9%	-22.0%	x	7.7%
HCV inh	u	u	-22.2%	7.9%	3.1%	u

(43) S=C(NCCc1ccccc1)Nc1cnc2ccccc2c1
(44) CSc1c(CC(=O)Nc2ccccc2)n(C)c2ccccc12
(45) CCCCn1nc(C(=O)NCC2COc3ccccc3O2)c2ccccc2c1=O (stereo unspecified)
(46) CCCCn1c(N)c(N(CCC(C)C)C(=O)C2CCN(C(=O)c3ccccc3C)CC2)c(=O)[nH]c1=O
(47) O=C(Nc1ccncc1)c1ccc(S(=O)(=O)Nc2ccccc2)cc1
(48) Cc1cccc(C(=O)Nc2ccc(O)c3c(=O)cc(-c4ccccc4Cl)oc23)c1
compound no.	43	44	45	46	47	48
Pf growth 96h	26.5%	u	u	-7.8%	u	u
Tb PYK inh	-7.1%	1.7%	1.5%	-5.9%	-10.2%	-9.1%
Pf growth 48h	0.0%	10.4µM*	10.4µM*	u	u	-12.8%
Sm TGR inh	u	12.5%	-6.5%	-1.4%	-3.2%	-5.1%
LmPK inh	1.0%	2.8%	x	x	0.4%	-0.8%
HCV inh	6.3%	u	u	29.5%	-20.4%	u

(49) C/C(CC(=O)Nc1cccc(C(F)(F)F)c1)=N\NC(=O)C(=O)NCC(C)C
(50) Cc1ccc(C(=O)CSc2n[nH]c(C)n2)cc1
(51) O=C(Nc1cccc(Cl)c1N1CCCC1)c1ccc([N+](=O)[O-])o1
(52) CC(=O)Nc1nc(-c2ccccc2)c(-c2ccccc2)o1
(53) NNC(=S)Nc1cccc(Cl)c1
(54) COc1ccccc1NC(=O)COC(=O)[C@@H]1CCCN1C(=O)c1cccs1
compound no.	49	50	51	52	53	54
Pf growth 96h	31.0%[activator]	30.7%[activator]	13.7%	43.0%[activator]	u	x
Tb PYK inh	1.0%	-8.7%	0.1%	-3.8%	1.2%	-5.4%
Pf growth 48h	-10.0%	0.0%	u	17.8%	-20.9%	6.8%
Sm TGR inh	-33.5%	-21.5%	u	-9.5%	u	-2.2%
LmPK inh	8.6%	-1.1%	4.1%	4.1%	-4.6%	10.5%
HCV inh	-29.5%	3.3%	u	-14.0%	3.8%	21.0%

# Whole records, quoted from the list. Order of values: Pf growth 96h, Tb PYK inh, Pf growth 48h, Sm TGR inh, LmPK inh, HCV inh
# Profile of `NNC(=S)Nc1cccc(Cl)c1` = u, 1.2%, -20.9%, u, -4.6%, 3.8%
# Profile of `COc1ccccc1NC(=O)COC(=O)[C@@H]1CCCN1C(=O)c1cccs1` = x, -5.4%, 6.8%, -2.2%, 10.5%, 21.0%

# More records
(55) CCOc1ccccc1C(=O)NC(CO)C(=O)O (stereo unspecified)
(56) c1ccc2c(c1)CC(N1CCCCC1)c1ccccc1N2 (stereo unspecified)
(57) COc1ccc(CNC(=O)c2sc3nc4c(c(C(F)(F)F)c3c2N)CCC4)cc1OC
(58) COc1ccc(CCNC(=O)CSc2nc3c(c(=O)n(C)c(=O)n3C)n2C(C)C)cc1OC
compound no.	55	56	57	58
Pf growth 96h	x	0.0%	-13.9%	4.1%
Tb PYK inh	-5.6%	-2.4%	-11.5%	-2.2%
Pf growth 48h	17.6%	-18.0%	-26.2%	106.6%[activator]
Sm TGR inh	-1.4%	0.5%	-5.6%	0.9%
LmPK inh	1.0%	-3.7%	-3.8%	0.0%
HCV inh	5.5%	11.9%	u	10.3%
